# Compound activity as filed in PubChem BioAssay.
# CBFb-RUNX1 inh: inhibitors of human CBF-beta and RUNX1 interaction; Potency, µM (titrated, usually from 59.8 µM), for the others: at the top dose activity, negative = inhibition, most hits filed as inhibitors; AID 1477; AlphaScreen CBFb-His/RUNX1-biotin binding, biochemical; 230,000 tested, under 10 active; note: % of control where 0% means no effect
# Target sequence (Q01196 whole entry, looked up): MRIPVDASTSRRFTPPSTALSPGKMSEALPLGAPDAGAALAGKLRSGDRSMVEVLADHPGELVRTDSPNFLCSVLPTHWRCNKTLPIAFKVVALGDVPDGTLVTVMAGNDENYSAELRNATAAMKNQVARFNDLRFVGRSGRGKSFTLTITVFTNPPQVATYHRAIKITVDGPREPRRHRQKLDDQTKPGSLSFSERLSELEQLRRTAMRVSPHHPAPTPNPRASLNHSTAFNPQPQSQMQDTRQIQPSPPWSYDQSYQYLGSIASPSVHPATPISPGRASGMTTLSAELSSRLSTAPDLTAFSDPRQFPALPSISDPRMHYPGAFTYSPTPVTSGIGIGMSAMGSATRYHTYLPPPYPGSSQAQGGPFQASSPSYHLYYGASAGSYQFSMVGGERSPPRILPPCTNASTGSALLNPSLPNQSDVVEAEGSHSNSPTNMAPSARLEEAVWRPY
# Target sequence (Q13951 whole entry, looked up): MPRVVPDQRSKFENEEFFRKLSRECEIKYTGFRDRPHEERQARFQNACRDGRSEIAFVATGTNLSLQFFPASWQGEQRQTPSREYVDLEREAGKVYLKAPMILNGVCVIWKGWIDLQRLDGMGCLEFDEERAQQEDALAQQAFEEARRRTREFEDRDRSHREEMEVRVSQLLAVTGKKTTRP
#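 CBFb-His/RUNX1-biotin, 30 nM each, preincubated 20 min RT; compound 15 min RT; Ni + streptavidin beads 50 ng each, 90 min RT; AlphaScreen read.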
# GLA spleen mod: inhibitors or activators of human alpha-galactosidase in spleen homogenate. P06280. 240,000 tested, 0.008% active. human spleen homogenate, 4MU-alpha-Gal fluorescence, 40 min. Potency, µM (top dose mostly 80 µM), for inactives: at the highest dose activity change, negative = inhibition, most hits filed as inhibitors. AID 2107;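 note: potency is the fitted concentration of half-maximal effect; 0% = enzyme with vehicle and -100% = no enzyme basal signal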
#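 qHTS titration in buffer at pH 5.0. Alpha-galactosidase activity in spleen homogenate was measured via 4-methylumbelliferone release from 1 mM fluorogenic substrate after 40 min at 37C and a pH 10 stop. AC50 came from Hill fits of control-normalized data.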
# Epigenetic reg: epigenetic control regulation, reporter derepression | murine LDR cells, GFP reporter derepression, 30 h | 280,000 tested, 0.2% active | Potency, µM (highest dose often 53.9 µM), without a hit: at the top dose GFP activation, usual class: activators; note: potency is the fitted concentration of half-maximal effect; % of control where 0% means no effect; nearly all actives have a fitted effect of over 60% in size
#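 Readout is the number of GFP-expressing murine LDR cells, counted by cytometry following washing. Cells were treated with compound for 30 h at 37 C; the stably integrated CMV-GFP locus is normally silent.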
# IMPase Li cell: membrane-permeable IMPase blocker, potentiated with lithium; CHO-M1 cells, IP1 TR-FRET (IP-One), carbachol + lithium; Potency, µM (top dose mostly 59.4 µM), for inactives: top-dose activity, negative = IMPase inhibition, hits mostly inhibitors; 210,000 tested, 0.35% active; AID 1457;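 note: IP1 builds up when IMPase is blocked and the TR-FRET signal falls; potency is the fitted concentration of half-maximal effect; plate controls were basal vehicle for no effect and high inhibitor control for full effect; nearly all actives have a fitted effect of over 50% in size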
#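 Readout is a homogeneous TR-FRET IP1 immunoassay (Ex 320, Em 665 and 620), where raised cytosolic IP1 lowers signal. Cells were CHO-M1 treated 30 min at 37C with test compounds plus a little lithium; AC50 values came from Hill-equation fitting.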
# NPSR antagonist: antagonists of human neuropeptide S receptor cAMP signaling. 220,000 tested, 1% active. CHO-NPSR cells, cAMP TR-FRET, antagonist mode. Q6W5P4. Potency, µM (top dose mostly 38.3 µM), for inactives: at the highest dose activity change, negative = inhibition, most hits filed as inhibitors; note: potency is the fitted concentration of half-maximal effect; % is set by controls: 0 for no effect and ±100 for the full control effect; nearly all actives have a fitted effect of over 50% in size; many of its hits are not listed in these tables
# Target sequence (Q6W5P4 whole entry, looked up): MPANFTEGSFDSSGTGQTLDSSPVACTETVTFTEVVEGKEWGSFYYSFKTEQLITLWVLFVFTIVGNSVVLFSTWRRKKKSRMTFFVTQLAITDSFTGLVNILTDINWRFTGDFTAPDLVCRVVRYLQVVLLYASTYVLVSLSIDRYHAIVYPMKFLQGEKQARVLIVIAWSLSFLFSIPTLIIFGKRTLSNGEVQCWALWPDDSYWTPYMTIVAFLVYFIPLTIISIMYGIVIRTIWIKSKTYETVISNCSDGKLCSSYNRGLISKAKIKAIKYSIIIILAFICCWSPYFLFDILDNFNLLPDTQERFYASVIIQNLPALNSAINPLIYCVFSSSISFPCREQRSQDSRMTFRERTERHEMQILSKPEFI
# Lamin A splicing: LMNA splicing modulation; HeLa LMNA splicing GFP/RFP minigene ratio, 48 h; Potency, µM (top dose mostly 46.1 µM), inactives show at the highest dose ratio change, negative = inhibition, most hits filed as inhibitors; 200,000 tested, 0.01% active; active = well fitted inhibition curve with a large enough effect in the signal ratio, with a control signal flat, not every such curve was filed as active; inconclusive = small, poorly fitted or top-dose-only effect, or effect the other way, or a change in a side signal; the % refers to the signal ratio; note: potency is the fitted concentration of half-maximal effect; % is set by controls: 0 for no effect and ±100 for the full control effect
#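 S3 HeLa cells stably expressing lamin A-EGFP splicing minigene plus DsRed2, 600 cells/well, 48 h compound exposure at 37C. Laser-scanning cytometry; analysed as GFP (500-530 nm)/RFP (575-640 nm) total intensity ratio; 0.5% DMSO vehicle.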
# KinaseGlo FLuc: Kinase-Glo luciferase inhibition (counter-screen) | Q27757 | Kinase-Glo luciferase, ATP luminescence, 8 min | Potency, µM (top dose mostly 38.3 µM), for inactives: at the highest dose activity change, negative = inhibition, usual class: inhibitors | 200,000 tested, 0.28% active | AID 1379; note: potency is the fitted concentration of half-maximal effect; % is set by controls: 0 for no effect and ±100 for the full control effect; nearly all actives have a fitted effect of over 60% in size
#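 Luminescence was the read-out, taken after 8-minute incubation at ambient temperature. Luciferase turned over luciferin with 10 uM ATP in imidazole pH 7.2 buffer containing KCl, MgCl2, Tween 20 and BSA.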
# Starred values were filed as active, the others as inactive; ? = inconclusive; / = not tested or not shown; [ ] = another dose, or the depositor's remark. Unless noted, calls come from the whole dose curve; as a rule, active = well fitted curve in the direction sought with a large enough effect; inconclusive = small, poorly fitted or top-dose-only effect, or another doubt; inactive = no such curve, though single readings can be large; an effect the other way counts as inactive or inconclusive. This is a subset; count on the stated rates, not on these rows.
SMILES,CBFb-RUNX1 inh,GLA spleen mod,Epigenetic reg,IMPase Li cell,NPSR antagonist,Lamin A splicing,KinaseGlo FLuc
COc1ccc(CNC(=O)COC(=O)c2cnccn2)cc1,1.9%,2.2%,-0.7%,17.5%[38.3 µM],1.4%[46.1 µM],-6.8%,-0.6%
CCOC(=O)OCC1OC(C#Cc2ccc(C(C)(C)C)cc2)C=CC1OC(=O)OCC (configuration not stated),7.8%[13.1 µM],-0.7%[17.5 µM],2.0%[10.1 µM],/,/,/,/
COc1ccc(-c2nc(N)n(C(C)=O)n2)cc1,9.6%,2.7%,-0.4%,-2.8%[38.3 µM],9.5%[46.1 µM],-3.4%,-17.6%
CCC(=O)Nc1ccc2c(c1)C(=O)N(C1CCCCC1)C2=O,-2.7%,26.0%,-1.1%,19.5%[38.3 µM],-5.3%[46.1 µM],9.5%,1.0%
O=C(N1CCOCC1)N1CCN(c2nc(-c3ccc(F)cc3)cs2)CC1,-1.8%,-2.9%,0.0%,37.5%[38.3 µM],-13.7%[46.1 µM],?,-2.0%
CCN(CC)C(=O)CSc1ncnc2c1nnn2-c1ccc(OC)cc1,8.2%,0.9%,-1.9%,-5.7%[38.3 µM],-8.6%[46.1 µM],6.1%,-7.6%
C=CCN1C(=O)N(/C=C/C)c2cccc3cccc1c23,22.0%,21.7%,-0.2%,23.4%[38.3 µM],-4.1%[46.1 µM],-0.5%,0.9%
CCCCCCCCOC(=O)c1nc(Cl)c(Cl)c(N)c1Cl,4.6%,6.1%,-1.0%,-3.7%,-20.8%,?,-1.5%
O=c1cc[nH]c2ccc([N+](=O)[O-])cc12,8.0%,3.2%,-0.4%,2.0%,-3.4%,7.3%[46 µM],1.9%
CC(C)N1CCC(=NNc2ccc(S(=O)(=O)N3CCOCC3)cc2[N+](=O)[O-])CC1,-3.1%,-7.4%,-3.0%,2.5%,9.5%,-2.8%,-0.6%
CN(C)C(=O)c1ccc2c3c(cccc13)CC2,-0.4%,0.7%,-0.1%,-8.1%,18.0%,/,2.4%
O=C(CSCc1cccc(F)c1)N1CCN(c2ccccc2)CC1,1.9%,0.0%,0.0%,19.2%[38.3 µM],-9.8%[46.1 µM],?,-1.2%
Cc1c(S(=O)(=O)N2CCN(c3ccccc3)CC2)c(=O)n(C)c(=O)n1C,1.0%,1.8%,-0.9%,/,7.8%,/,/
CC(C)(C)NC(=O)NC(=O)CSc1nnc2ccccn12,13.2%,13.5%,-2.0%,-2.5%[38.3 µM],-7.1%[46.1 µM],21.7%,-2.7%
Cc1ccc(S(=O)(=O)N2CCN(C3CCC(c4ccccc4)CC3)CC2)cc1 (configuration not stated),1.7%,-3.4%,0.0%,10.2%[38.3 µM],-12.0%[46.1 µM],-0.3%,0.0%
COc1ccc(S(=O)(=O)N2CC(O)C[C@H]2C(=O)OCC(=O)N2CCCCCC2)cc1 (some centres not stated),3.8%,2.6%,1.1%,-3.0%,20.6%,2.7%[46 µM],2.4%
Cc1nnc(SCC(=O)NC2CCCCC2)s1,-4.7%,2.6%,-2.6%,-3.9%,11.4%,14.2%[46 µM],1.9%
Cc1occc1C(=O)Nc1cccnc1,4.7%,-9.9%,0.0%,1.4%,-4.9%[46.1 µM],-4.0%,0.3%
O=C(O)CSc1nccc2ccccc12,-6.3%,-0.3%,0.0%,-22.7%,19.4%,-7.2%[46 µM],-5.3%
CC12CCC(C(=O)N/N=C/c3ccc(O)cc3)(OC1=O)C2(C)C (configuration not stated),3.4%,-5.2%,0.2%,/,-1.3%,/,/
CC(C)(C)n1nnnc1C(c1ccncc1)N1CCN(c2ccc(O)cc2)CC1 (configuration not stated),2.1%,5.7%,1.0%,29.8%[38.3 µM],-15.3%[46.1 µM],-6.2%,-4.6%
FC(F)Oc1ccc(NC(=S)N2CCN(Cc3ccccc3)CC2)cc1,23.9%,-3.3%,2.6%,-7.7%,-2.7%,4.8%[46 µM],-2.0%
COc1ccc(C(CC(=O)c2ccccc2)CC(=O)c2ccccc2)cc1,21.5%,3.1%,-1.7%,/,42.0%,/,/
Cc1ccc(SCC(=O)c2cc(C)c(OC(=S)N(C)C)c(C)c2)cc1,14.1%,12.7%,-3.0%,3.1%[38.3 µM],?,-19.3%,-1.4%
CC1(C)CC(=O)C2=C(C1)Oc1ncn(CCO)c(=N)c1C2c1ccccc1 (configuration not stated),6.1%,2.6%,-0.7%,-4.8%[38.3 µM],1.0%[46.1 µM],-2.5%,0.9%
# The list goes on:
SMILES,CBFb-RUNX1 inh,GLA spleen mod,Epigenetic reg,IMPase Li cell,NPSR antagonist,Lamin A splicing,KinaseGlo FLuc
O=C(CS(=O)(=O)Cc1ccccc1)Nc1ccc(S(=O)(=O)N2CCOCC2)cc1,4.0%,2.0%,1.1%,6.3%,12.4%,-9.5%,0.3%
O=C(NCC(c1cccnc1)N1CCOCC1)C1CCCCC1 (configuration not stated),27.5%,-1.4%,-2.3%,0.8%,13.8%[46.1 µM],-5.6%,-3.9%
OC1CCCN(C(=S)NCc2ccccc2)C1 (configuration not stated),-14.6%,-9.5%,0.0%,3.2%,11.3%,/,1.6%
Cn1cccc1CC(=O)NNC(=S)Nc1ccc(Cl)cc1,-24.0%,-2.4%,-0.9%,4.7%,3.3%,8.3%,-2.6%
Cc1cc(C)n(CC2CC(=O)N(c3ccc(Cl)cc3)C2=O)n1 (configuration not stated),9.2%,3.0%,2.9%,/,-9.4%,/,/
COc1ccccc1NS(=O)(=O)c1ccc(NC(=O)CCNC(=O)c2ccco2)cc1,5.3%,-6.2%,-1.1%,-14.2%[38.3 µM],-18.6%[46.1 µM],6.3%,-4.7%
O=C(CN1CCN(Cc2ccccc2Cl)C1=O)NCC1CCCO1 (configuration not stated),5.1%,0.9%,0.8%,12.1%[38.3 µM],4.7%[46.1 µM],-4.0%,3.1%
COc1cc(NS(=O)(=O)c2ccc(Cl)cc2)c(C(=O)O)cc1OC,-5.3%,-2.7%,-1.0%,6.6%,10.6%,-3.2%,-0.8%
C=CCn1c(SCC(=O)NC(=O)c2cccc([N+](=O)[O-])c2)nnc1-c1ccccc1,9.5%,4.5%,-2.5%,-5.4%,4.0%,5.5%,-0.6%
CS(=O)(=O)N(Cc1ccccc1)c1ccc(C(=O)NC2CCCCC2O)cc1 (configuration not stated),1.3%,-6.7%,-4.1%,-12.3%[38.3 µM],-13.4%[46.1 µM],19.0%,-4.9%
COC(=O)CCC(=O)c1oc2ccc(OC)cc2c1N,-7.7%,-12.6%,-9.1%,-19.2%[38.3 µM],-15.2%[46.1 µM],6.6%,2.0%
COc1ccc(NC(=O)CN2CCCN(S(=O)(=O)c3ccc(F)cc3)CC2)c(OC)c1,6.8%,-1.5%,-0.3%,13.9%,-31.1%,/,/
O=C(COc1ccccc1)OCc1cc2ccccc2[nH]c1=O,-1.7%,0.1%,5.4%,6.2%[38.3 µM],-10.9%[46.1 µM],0.8%,2.0%
O=C1C2CCCN2C(c2cccc(F)c2)N1c1cccc(Cl)c1 (configuration not stated),3.7%,-4.5%,0.0%,9.4%[38.3 µM],-4.8%[46.1 µM],-3.7%,2.0%
Cc1cccc(C)c1NS(=O)(=O)c1ccc2c(c1)C(=O)c1ccccc1C2=O,-4.4%,9.2%,0.0%,2.8%,13.3%,3.3%,-3.5%
COc1ccccc1NS(=O)(=O)c1cc(C(=O)NCCC(C)C)ccc1F,30.9%,-0.1%,10.3%,3.0%,-19.6%,?,-0.8%
Cn1nc(C(F)(F)F)c(/C=N/OC(=O)c2ccccc2Cl)c1SCc1ccc(Cl)cc1,-7.1%,-18.2%,-0.4%,14.8%[38.3 µM],-22.2%[46.1 µM],5.3%,2.8%
Cc1ccc[n+](-c2nc3ccccc3nc2[N-]S(=O)(=O)c2ccccc2)c1,6.0%,2.6%,-1.9%,/,7.9%,/,/
Cc1cccc(NC(=O)Cn2c(=O)n3nc(CCn4nc(C)cc4C)nc3c3ccccc32)c1,1.7%,-8.4%,-0.9%,-5.5%[38.3 µM],-7.2%[46.1 µM],5.7%,-1.1%
CCOC(=O)c1c(NC(=O)Nc2cccc(Cl)c2)sc(C)c1C,6.8%,-4.4%,3.1%,2.5%[38.3 µM],-6.9%[46.1 µM],1.8%,-1.9%
COc1ccc(NC(=O)[C@@H](NC(=O)c2ccccc2F)C(C)C)cc1S(=O)(=O)N1CCOCC1,-10.6%,-15.2%,1.2%,1.8%,1.6%,/,0.7%
Cc1ccc2nc(NC(=O)CCn3c(=O)sc4ccccc43)sc2c1,7.0%,-1.5%,-0.8%,30.5%[38.3 µM],4.9%[46.1 µM],?,-0.7%
O=[n+]1cc(-c2cccc3ccccc23)n([O-])c2c1CCC2,-0.5%,4.3%,-1.0%,-3.3%[38.3 µM],-14.1%[46.1 µM],2.0%,-4.1%

# Gathered by group, the entries above with fluorine.
SMILES,CBFb-RUNX1 inh,GLA spleen mod,Epigenetic reg,IMPase Li cell,NPSR antagonist,Lamin A splicing,KinaseGlo FLuc
O=C(N1CCOCC1)N1CCN(c2nc(-c3ccc(F)cc3)cs2)CC1,-1.8%,-2.9%,0.0%,37.5%[38.3 µM],-13.7%[46.1 µM],?,-2.0%
O=C(CSCc1cccc(F)c1)N1CCN(c2ccccc2)CC1,1.9%,0.0%,0.0%,19.2%[38.3 µM],-9.8%[46.1 µM],?,-1.2%
FC(F)Oc1ccc(NC(=S)N2CCN(Cc3ccccc3)CC2)cc1,23.9%,-3.3%,2.6%,-7.7%,-2.7%,4.8%[46 µM],-2.0%
COc1ccc(NC(=O)CN2CCCN(S(=O)(=O)c3ccc(F)cc3)CC2)c(OC)c1,6.8%,-1.5%,-0.3%,13.9%,-31.1%,/,/
O=C1C2CCCN2C(c2cccc(F)c2)N1c1cccc(Cl)c1 (configuration not stated),3.7%,-4.5%,0.0%,9.4%[38.3 µM],-4.8%[46.1 µM],-3.7%,2.0%
COc1ccccc1NS(=O)(=O)c1cc(C(=O)NCCC(C)C)ccc1F,30.9%,-0.1%,10.3%,3.0%,-19.6%,?,-0.8%
Cn1nc(C(F)(F)F)c(/C=N/OC(=O)c2ccccc2Cl)c1SCc1ccc(Cl)cc1,-7.1%,-18.2%,-0.4%,14.8%[38.3 µM],-22.2%[46.1 µM],5.3%,2.8%
COc1ccc(NC(=O)[C@@H](NC(=O)c2ccccc2F)C(C)C)cc1S(=O)(=O)N1CCOCC1,-10.6%,-15.2%,1.2%,1.8%,1.6%,/,0.7%
